# Screens as filed in PubChem BioAssay.
# FXIa inh = factor XIa (human) inhibition. inhibition, % at 5 µM. purified FXIa, Boc-Glu-Ala-Arg-AMC fluorogenic substrate. AID 798. hit rate 0.14% among 220,000. P03951;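 active means inhibition of at least 40%; inactive means inhibition below 40%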;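 further: fluorescence of freed AMC excited at 355 nm; 0% = enzyme without compound and 100% = no enzyme blank; many of its hits are not listed in these tables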
# 14-3-3 Bad PPI = disrupts binding of bovine 14-3-3 zeta to phospho-Bad peptide; TR-FRET 14-3-3zeta/Dy647-pBad peptide displacement, 1 h; inhibition, % at 21.7 µM; hit rate 0.71% among 220,000; P63103; AID 781;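 active means inhibition above about 70%, limit read from the data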;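 further: 0% = full 14-3-3 plus peptide FRET controls and 100% = background without 14-3-3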
# Target sequence (P63103 whole entry, looked up): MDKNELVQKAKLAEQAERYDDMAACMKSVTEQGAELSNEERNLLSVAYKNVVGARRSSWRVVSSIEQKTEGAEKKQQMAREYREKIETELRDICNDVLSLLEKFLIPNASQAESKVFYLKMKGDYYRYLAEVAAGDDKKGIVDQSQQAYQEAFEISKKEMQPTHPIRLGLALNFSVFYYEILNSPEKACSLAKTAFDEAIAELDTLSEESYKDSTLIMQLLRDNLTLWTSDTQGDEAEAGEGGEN
# FXIIa inh 1536 = inhibitors of human coagulation factor XIIa; inhibition, % at 5 µM; AID 800; purified FXIIa, Boc-QGR-AMC fluorogenic substrate, 2 h; P00748; hit rate 0.3% among 220,000; in the data active means inhibition above about 40%;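 further: 0% = enzyme with no compound and 100% = blank without enzyme; many of its hits are not listed in these tables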
# Runt-CBFb FRET = blocks binding of human RUNX1 Runt domain to CBFb; hit rate 0.46% among 220,000; Cerulean-Runt/Venus-CBFb FRET ratio 530/480, 1 h; inhibition, % at 20 µM; Q01196+Q13951; AID 1496;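 active means inhibition over about 50% at 20 µM in the single-dose screen, limit read from the data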;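 further: 0% = DMSO wells and 100% = excess unlabeled CBFb competitor control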
# Target sequence (Q01196 whole entry, looked up, the tested form may be a part): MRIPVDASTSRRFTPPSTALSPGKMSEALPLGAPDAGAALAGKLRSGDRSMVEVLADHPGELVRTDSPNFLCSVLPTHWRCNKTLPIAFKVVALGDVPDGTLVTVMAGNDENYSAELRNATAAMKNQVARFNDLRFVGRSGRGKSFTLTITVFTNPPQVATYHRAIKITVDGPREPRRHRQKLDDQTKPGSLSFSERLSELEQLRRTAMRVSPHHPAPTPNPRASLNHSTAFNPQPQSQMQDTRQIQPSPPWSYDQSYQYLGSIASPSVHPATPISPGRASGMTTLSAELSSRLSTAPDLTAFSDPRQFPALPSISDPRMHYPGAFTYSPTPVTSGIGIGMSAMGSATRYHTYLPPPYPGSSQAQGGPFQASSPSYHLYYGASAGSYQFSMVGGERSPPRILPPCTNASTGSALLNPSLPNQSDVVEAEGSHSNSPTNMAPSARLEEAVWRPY
# Target sequence (Q13951 whole entry, looked up, the tested form may be a part): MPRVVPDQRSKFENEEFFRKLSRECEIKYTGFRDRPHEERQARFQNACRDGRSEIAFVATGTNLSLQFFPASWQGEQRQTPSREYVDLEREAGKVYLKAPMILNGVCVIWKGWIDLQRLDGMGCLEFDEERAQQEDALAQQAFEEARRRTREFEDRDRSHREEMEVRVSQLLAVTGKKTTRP
#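 Doses: 20 µM compound in 1% DMSO | Material: Cerulean-labeled Runt domain protein | Amount: Each fluorescent fusion protein 100 nM | Schedule: Two 1 h room-temperature incubations shielded from light | Measured by: FRET fluorescence | Evaluation: Loss of energy transfer signal | Controls: Unlabeled CBFb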
# Wee1 stabilizer = human Wee1 degradation inhibition, primary screen | P30291 | HeLa Luc-Wee1K328M stability, luciferase luminescence; 100% = proteasome inhibitor MG132 effect | reporter increase, % at 5 µM | hit rate 1.2% among 220,000 | AID 1321;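 active means activation above the mean of all tested compounds plus 3 SD, set per screening run, cut at about 8.8% in these data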;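 further: cells exposed to compound for 20 h before luminescence read; 0% = DMSO alone and 100% = MG132 at 30 µM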
# Hck-Nef inh = human Hck-Nef kinase inhibition; inhibition, % at 20 µM; Recombinant Hck-YEEI plus Nef, Z-Lyte FRET kinase assay; hit rate 0.68% among 220,000; P08631;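 active means Hck-Nef kinase inhibition above about 50%, limit read from the data; inactive means inhibition below that limit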;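 further: 0% = DMSO with Hck plus Nef and 100% = Hck alone without Nef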
# Runt-SMMHC FRET = Runt domain-CBFb-SMMHC interaction inhibition | Q01196+Q13951 | Cerulean-Runt/Venus-CBFb-SMMHC FRET ratio 530/480, 1 h | inhibition, % at 20 µM | hit rate 0.74% among 220,000;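 active means mean inhibition across duplicate retests at 20 µM reaching about 50%, limit read from the data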;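 further: 0% = DMSO wells and 100% = wells with excess untagged CBFb-SMMHC; inhibitors lower the FRET ratio by blocking Runt binding to CBFb-SMMHC; some results filed as inactive read as strong as hits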
# hK5 inh = inhibitors of human kallikrein 5 | inhibition, % at 5 µM | hit rate 0.59% among 210,000 | recombinant hK5, fluorogenic AMC substrate cleavage | Q9Y337;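 active means inhibition of 40% or more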;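 further: 0% = enzyme controls without compound and 100% = no-enzyme blanks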
# thrombin 1536 = thrombin (human) inhibition; P00734; alpha-thrombin, Boc-VPR-AMC fluorogenic substrate cleavage; inhibition, % at 5 µM; hit rate 0.26% among 220,000; AID 1046;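 active means inhibition at or above 40%; inactive means inhibition below 40%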;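 further: 0% = enzyme with no compound and 100% = wells without enzyme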
#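 Material: human alpha-thrombin enzyme / Medium: pH 7.5 Tris (50 mM) with NaCl 150 mM, Tween 20 0.05% / Compound: single-point dosing at 5 µM, 0.2% DMSO / Incubation: enzyme reaction carried out at room temperature / Detection: AMC fluorescence, 355/460 nm / Read-out basis: percent inhibition scaled between no-compound controls and no-enzyme blanks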
# Active calls of the source: *; nt = not tested or not shown; [ ] = another dose, or the depositor's remark. Rows are unselected. About 4.2% of those tested had a hit in this group.
# Below each SMILES – FXIa inh	14-3-3 Bad PPI	FXIIa inh 1536	Runt-CBFb FRET	Wee1 stabilizer	Hck-Nef inh	Runt-SMMHC FRET	hK5 inh	thrombin 1536
> CC1=CC(C)C(CN(CCC[N+](C)(C)C)C(=O)Nc2ccccc2)C(C)C1 (stereo not given)
  -0.2	14.0	13.5	-3.8	2.8	-3.9	4.0	-2.9	1.6
> COc1ccccc1CNC(=O)CSc1cc(=O)n(C)c2ccccc12
  -2.1	2.0	7.3	-0.4	-1.1	11.0	-1.1	nt	-2.9
> COc1cccc(NC2CC(=O)N(CCc3ccccc3)C2=O)c1 (stereo not given)
  -1.6	-20.2	2.3	-3.6	-0.8	0.7	-3.8	23.1	5.7
> O=C(c1sccc1-n1cccc1)N1CCCC1
  -12.0	-12.7	0.8	0.5	0.2	0.0	-1.4	-2.5	-5.6
> Fc1ccccc1-c1nc2nc3ccccc3nc2n1CC1CCCO1 (stereo not given)
  1.4	-2.6	2.8	0.3	-2.2	10.4	-3.4	-2.9	-3.6
> CSc1ccccc1C(=O)NCCSc1ccccc1
  -3.1	-11.9	7.9	2.1	-1.2	7.2	-2.8	0.0	-2.0
> COC(=O)c1ccccc1S(=O)(=O)N1CCC(C(=O)OCC(=O)NCC(F)(F)F)CC1
  -2.3	8.2	11.3	-1.6	-1.5	9.5	-1.0	0.7	-3.2
> CC(C(=O)NCC1CCCO1)c1ccc([N+](=O)[O-])cc1 (stereo not given)
  -0.1	-3.6	5.4	-1.2	5.5	-3.4	-1.1	-2.1	-3.8
> CCOc1ccc(C(=O)N[C@H](C(=O)Nc2cccc(S(=O)(=O)N3CCCCC3)c2)C(C)C)cc1
  10.5	4.0	13.8	0.7	2.6	1.6	1.1	-14.0	1.4
> CCN(CC)CCC(c1ccc2c(c1)OCO2)c1c(O)cc(OC)cc1OC (stereo not given)
  -5.2	-2.0	-0.4	2.9	nt	16.5	0.7	-3.8	-8.6
> CC(=O)c1ccc(N2CCN(CC(=O)Nc3ccc(N4CCOCC4)cc3)CC2)cc1
  2.3	-16.4	7.6	-0.5	-3.1	21.2	-2.1	-1.7	-4.2
> Cc1cc(N/C=C(\C#N)S(=O)(=O)c2ccc(Cl)cc2)nc(C)n1
  -8.2	0.5	6.0	-0.9	0.8	8.0	-2.7	-9.8	-1.2
> CCCCCOC(=O)c1[nH]c2c(c1C)C(=O)C(C(=O)OC)C(C)C2 (stereo not given)
  4.1	-7.1	14.6	-9.8	1.8	-22.8	-4.0	-3.1	1.6
> COCCN1Cc2cccc(C(=O)NCc3cccs3)c2C1=O
  -0.1	-6.3	7.4	0.7	-1.2	7.1	-3.6	nt	-1.8
> O=C(Nc1ccccc1C(=O)N1CCCCCC1)c1cccc(S(=O)(=O)N2CCOCC2)c1
  -14.4	-4.3	7.2	-0.2	2.6	12.1	2.5	-8.8	-2.1
> O=C1C=CC(=O)N1CCCCCCN1C(=O)C=CC1=O
  1.1	7.0	6.8	29.7	1.9	-6.1	25.1	-1.8	-14.7
> O=S(=O)(c1cccc2nsnc12)N1CCN(c2ccc(F)cc2)CC1
  -5.4	-8.3	2.2	-0.9	4.7	20.2	-0.4	-2.5	-15.5
> CC(=O)NC1(c2ccccc2)CCN(c2nc(C)cc(C)n2)CC1
  -1.1	-1.8	14.9	0.5	0.6	-6.3	2.6	10.3	1.0
> Cc1nc2ccccc2nc(C)c1=NOCc1ccccc1Cl
  1.9	-0.2	8.0	-1.1	-1.1	4.2	-1.2	-19.2	-5.2
> Cc1cc(C)nc(NNC(=O)c2ccccc2O)n1
  -0.3	-12.1	3.8	0.4	-1.9	15.9	2.8	-5.0	nt
> CCOC(=O)c1ccccc1NC(=O)c1c(F)c(F)c(F)c(F)c1F
  0.9	81.1*	0.6	-1.3	2.6	-1.1	-0.4	10.2	-4.4
> COc1ccc(C2NC(=S)N3C(c4ccc(OC)cc4)NC(=S)N23)cc1 (stereo not given)
  -1.7	19.2	17.8	13.4	0.4	7.3	-1.8	-15.8	4.7
> CC(=O)Cc1nsc(NC(=O)c2ccccc2)n1
  12.4	5.8	8.9	-4.0	0.6	-0.2	1.9	-3.1	-5.2
> CCN1CCN(Cc2oc(CO)cc(=O)c2O)CC1
  3.5	-11.9	13.2	0.7	-3.1	3.3	-0.9	-3.4	5.8
> C=CCNC(=O)c1ccc(OC2CCN(S(=O)(=O)N(C)C)CC2)cc1
  -7.7	6.7	4.2	1.3	0.6	-7.3	14.9	2.0	-2.0
> COc1ccc(Nc2nc(OC)nc(N3CCOCC3)n2)cc1
  -4.7	-5.0	3.8	-0.1	-0.8	18.1	1.3	-0.8	-3.3
> Cc1ccc(S(=O)(=O)N2CCN(C)CC2)cc1-c1nnc2c3ccccc3c(C)nn12
  -12.8	-0.1	-1.7	-2.2	-2.2	2.1	3.5	-2.1	-8.7
> COc1ccc(NC(=O)c2cccnc2Cl)c(S(=O)(=O)N2CCOCC2)c1
  -1.1	2.8	10.5	-0.8	-2.2	-12.7	3.7	0.2	3.5
> CCOC(=O)CCc1c(C)nc2cc(-c3ccc(Cl)cc3)[nH]n2c1=O
  -2.5	-7.1	9.2	0.2	-1.9	-9.0	-0.2	2.5	-1.9
> O=C(Cn1cnc([N+](=O)[O-])n1)NCCO
  0.2	-2.5	8.1	-1.1	0.3	9.7	-2.6	1.5	-0.9
> COc1ccc(-c2cc(C)nc(SCC(=O)c3cccc([N+](=O)[O-])c3)n2)cc1
  5.1	-3.6	16.6	nt	-2.5	0.2	-5.9	-24.5	1.6
> CC1(C)N(OCc2ccccc2)C(=O)C(=O)N(OCc2ccccc2)C1(C)C
  -12.1	2.2	-4.2	-0.8	2.8	-18.0	3.1	-2.8	-6.5
> CC1CCCN(c2nc3ccccc3nc2C(C#N)S(=O)(=O)c2cccs2)C1 (stereo not given)
  8.0	57.7	10.1	14.7	1.6	-1.9	-0.1	-7.8	2.9
> Cc1nnc(NC(=O)CCn2cnc3ccccc3c2=O)s1
  0.3	-13.9	7.9	-0.7	-0.8	15.5	-0.4	2.9	-3.9
> COc1ccc(/C=N/OC(=O)c2ccc(Cl)cc2)c(Cl)c1OC
  4.7	6.2	5.3	-0.4	2.1	-17.3	-4.3	-9.3	-3.0
> O=C(CC1Oc2ccc(Cl)cc2NC1=O)NC1CCCCCC1 (stereo not given)
  -7.2	-5.8	8.9	-0.9	-1.4	17.5	4.6	-1.2	-9.2
> COC(=O)C1=CO[C@@H](OC2OC(CO)C(O)C(O)C2O)[C@@H]2C(CO)=CC[C@H]12 (stereo not given in full)
  4.2	1.9[fluorescence artefact?]	13.8	1.3	-1.5	-4.6	-3.4	-8.1	2.4
> COc1cccc(CC(NC(C)=O)C(=O)NC2CCN(c3ncccc3[N+](=O)[O-])CC2)c1 (stereo not given)
  -9.0	-10.4	6.8	-2.0	3.4	16.9	-5.4	-4.2	-21.1
> NS(=O)(=O)c1ccc(NC(=O)COC(=O)c2cccc(S(=O)(=O)N3CCCC3)c2)cc1
  1.9	1.3	14.9	0.5	2.7	23.4	-0.7	10.3	2.7
> CCCSc1cc(=O)n(-c2ccc(F)cc2)nc1C(=O)OCC
  -3.9	-9.3	0.6	-1.9	2.5	18.6	2.6	-9.3	-2.0
> CCOC(=O)c1oc2cccc(OC(C)=O)c2c1C
  4.6	17.9	5.7	-4.6	1.5	3.0	-2.2	-20.2	-1.9
> COc1ccccc1N1CCN(S(C)(=O)=O)CC1
  7.1	1.3	21.3	4.5	1.6	-10.9	0.7	10.5	1.9
> OCCC1CN(Cc2cccn2-c2nccs2)CCN1Cc1ccc(F)c(F)c1 (stereo not given)
  -1.1	-7.1	7.8	-0.4	-2.8	-2.9	2.7	16.8	-4.8
> COc1ccc(S(=O)(=O)N2CCN(C(=O)c3ccco3)CC2)cc1OC
  -1.4	-4.7	8.1	0.6	-1.6	-3.1	-3.2	-27.8	-8.1
> Nc1cc2c(cc1O)CCCC2
  -5.9	-9.5	6.9	9.0	0.3	-5.6	-0.9	nt	-6.8
> COc1ccc(C/C(C)=N/NC(=O)c2ccc(C)cc2C)cc1
  -1.5	-9.7	7.7	1.6	-1.4	15.6	-0.5	-5.2	-8.3
> Cc1[nH]n(-c2ccccc2)c(=O)c1C=Nc1cccc(F)c1
  -6.6	-2.7	3.2	0.3	0.4	-2.9	0.3	0.0	-10.0
> CSc1ccc(Cl)c(C(=O)Nc2ccc(OCC(N)=O)cc2)c1
  -0.7	-7.0[fluorescence artefact?]	5.9	-0.2	8.0	0.2	1.1	-18.0	-8.9
> COc1ccccc1/C=C/C(=O)N1CCCC1
  0.8	-0.6	1.6	-2.5	4.0	-0.5	1.6	-8.6	-6.6
> CC(=O)Nc1ccc(S(=O)(=O)Oc2ccc(/C=C3\SC(N)=NC3=O)cc2)cc1
  -4.3	-4.4	1.4	2.0	-2.2	26.2	0.7	-1.0	-11.7
> CCN(CC)c1ccc(/C=C/C(=O)c2cccnc2)cc1
  -1.6	-7.0	2.0	-2.9	-1.6	17.9	3.8	10.2	-9.3
> COC(=O)c1ccccc1NC(=O)CN1CCN(C(=O)c2ccco2)CC1
  -1.5	-2.7	0.9	1.5	-0.7	-1.3	-1.8	1.9	-0.4
> COC(=O)Cn1cnc2c(cnn2-c2ccccc2)c1=O
  -2.5	-2.6	4.5	-0.9	-1.1	-0.9	-0.5	nt	-2.6
> c1ccc(SSc2ccccc2)cc1
  -4.0	3.8	3.1	15.0	-0.7	-7.9	32.5	-4.0	-0.5
> O=C(COC(=O)/C=C/c1cccc(Cl)c1)NCCc1ccccc1
  9.6	0.1[fluorescence artefact?]	7.1	-6.6	-0.9	-0.6	0.9	-10.5	-4.2
> CC(=O)Nc1ccc(N2CCOCC2)c([N+](=O)[O-])c1
  -4.6	-5.2	1.3	-1.1	2.0	-7.3	0.9	-19.1	1.0
> Nc1nc(COc2ccc(F)cc2)nc(N2CCCCC2)n1
  -0.5	-5.5	3.8	-1.6	-1.3	3.0	4.1	nt	-0.8
> Cc1cc(C)c(Cc2c(C)nc3c(C(=O)NCc4ccco4)cnn3c2C)c(C)c1
  2.1	3.9	8.3	-3.5	0.3	3.3	-7.8	-9.7	-1.1
> COc1ccc2cc(CCNC(=O)c3cccs3)c(=O)[nH]c2c1
  2.3	17.4	5.4	-1.7	9.5*	2.3	1.2	-3.0	4.3

# Wee1 stabilizer: hit marks shown above.
# Below each SMILES – FXIa inh	14-3-3 Bad PPI	FXIIa inh 1536	Runt-CBFb FRET	Wee1 stabilizer	Hck-Nef inh	Runt-SMMHC FRET	hK5 inh	thrombin 1536
> COc1ccc2cc(CCNC(=O)c3cccs3)c(=O)[nH]c2c1
  2.3	17.4	5.4	-1.7	9.5*	2.3	1.2	-3.0	4.3
